Screening data as filed in PubChem BioAssay.
TbPYK inhibitor: inhibitors of Trypanosoma brucei pyruvate kinase; Q57TT1; TbPYK enzyme, Kinase-Glo Plus ATP luminescence, 45 min; Potency, µM (top dose mostly 76.8 µM), for the others: at the highest dose activity, negative = inhibition, actives largely listed as inhibitors; 410,000 compounds, 0.12% hits; AID 624173; active = well fitted inhibition curve with a large enough effect; note: nearly all actives have a fitted effect of over 50% in size
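Enzyme and substrate buffer are dispensed first and compound is pin-transferred. ADP at 130 uM final then starts the reaction, which runs 45 min at room temperature. Detection reagent is added for 10 min before luminescence is imaged.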
* = called active by the depositor; [ ] = another dose, or the depositor's remark. % is set by controls: 0 for no effect and ±100 for the full control effect; potency is the fitted concentration of half-maximal effect. Not all compounds are listed, so the mix of outcomes need not match the whole.

SMILES	TbPYK inhibitor
Cc1ccccc1NC(=O)Nc1ccc2nc(N3CCN(C)CC3)cc(C)c2c1	5%
COCCCNC(=O)Cn1c(=O)n(-c2ccc(C)cc2)c(=O)c2c1c1cc(C)ccc1n2C	-3%
COc1ccccc1-c1cc2nc(C)c(CCC(=O)NC3CCCCC3)c(C)n2n1	1%
Cc1ccc(NC(=O)c2oc3ccccc3c2NC(=O)Cc2cccs2)cc1	1%
CCOCCn1ccc2c(OCC(=O)Nc3ccc(OC(F)(F)F)cc3)cccc2c1=O	-8%
O=C(Cn1c(=O)n(-c2ccc(F)cc2)c(=O)c2sc3ccccc3c21)NC1CCCCC1	7%
CCOC(=O)c1c(C)[nH]c(C)c1S(=O)(=O)N1CCC(C(=O)N2CCN(c3ccccc3)CC2)CC1	-9%
CN(Cc1ccccc1)C(=O)CSc1nc2ccsc2c(=O)n1-c1ccc(F)cc1	6%
Cc1ccc(-n2ncc(C(=O)NC3CCN(Cc4ccccc4)CC3)c2C2CCN(C(=O)OC(C)(C)C)CC2)cc1C	-4%[15.4 µM]
CCOCCn1ccc2c(OCC(=O)Nc3cccc([N+](=O)[O-])c3)cccc2c1=O	-8%
Cc1oc(-c2ccc(Cl)cc2)nc1CSCC(=O)NCc1ccccc1Cl	0%[15.4 µM]
CCc1ccc(NS(=O)(=O)c2cc(Br)cc3c2N(C(C)=O)CC3)cc1	2%
O=C(COc1ccccc1)N(Cc1cccnc1)c1nc2c(F)cccc2s1	2%[15.4 µM]
CCc1nn(CC(=O)NCCc2ccc(OC)cc2OC)c(=O)c2cc3sccc3n12	2%
Cc1ccc(Cl)cc1N1CCN(C(=O)CN2C(=O)CSc3c2c(C)nn3-c2ccccc2)CC1	1%
CC1CCN(S(=O)(=O)c2ccc3c(c2)N(CC(=O)NC(C)c2ccccc2)C(=O)CS3)CC1 (stereo not given)	-2%
Cc1cc(Cl)ccc1NC(=O)CCCn1nc(C)c2c(C)n(-c3ccccc3)nc2c1=O	5%
CCc1ccc(CNc2ncnc3onc(-c4ccc(Cl)cc4)c23)cc1	-12%
COc1ccc(CNC(=O)CCc2c(C)nn(-c3ccc(N4CCOCC4)nn3)c2C)cc1	1%
CC(C)NC(=O)N1CC[C@@]2(CCCN(C(=O)c3cc(C(F)(F)F)cc(C(F)(F)F)c3)C2)C1	-5%
CCc1ccc(C(=O)NC(Cc2c[nH]c3ccccc23)C(=O)OCC(=O)c2ccc(Br)cc2)cc1 (stereo not given)	7%[15.4 µM]
Cc1ccccc1C(=O)Nc1ccc(C(=O)OCc2cc(=O)n3nc(C4CC4)sc3n2)cc1	1%
CC(=O)c1cccc(NC(=O)Cn2c(=O)oc3cc(S(=O)(=O)NCc4ccccc4)ccc32)c1	2%[15.4 µM]
Cc1nn(C(=O)c2ccccc2)c(C)c1Sc1ccc(Cl)cc1	1%
O=C(COCc1cc(-c2cccs2)on1)NCc1cccc(Cl)c1	2%

Following part:
SMILES	TbPYK inhibitor
CCN1CCOC(=O)C1CC(=O)Nc1cc(Cl)ccc1OC (stereo not given)	-8%
COC(=O)c1ccc(C2c3c(oc4ccccc4c3=O)C(=O)N2c2nc(C)c(C(=O)OC)s2)cc1 (stereo not given)	0%
Cc1ccccc1CN1C(=O)c2ccccc2Sc2ccc(C(=O)OCc3ccco3)cc21	-2%
CCCOc1ccc(C(=O)Nc2cccc(NC(=O)c3cccc(Cl)c3)c2)cc1	-3%
CC1Cc2cc(S(=O)(=O)N3CCN(c4ccccc4F)CC3)ccc2N1C(=O)C1CCC1 (stereo not given)	-9%
CCOc1ccc(CNC(=O)c2cc3c(s2)-c2ccccc2OC3)cc1	5%
COc1ccc(NC(=O)CN(C)S(=O)(=O)c2ccc(C(=O)N3CCOCC3)s2)cc1	1%
Cc1c(P(=O)(c2ccccc2)c2ccccc2)c2ccccc2n1C	0%
COC(=O)c1c(-c2cccs2)csc1NC(=O)c1ccc(Br)cc1	-27%
O=C(c1ccco1)N(Cc1cccnc1)c1nc2ccc(F)cc2s1	6%
COc1ccc(OC)c(Nc2nc(-c3ccc(C)cc3)nc3ccccc23)c1	-1%
O=C(CSc1nnc(CNC(=O)c2c(F)cccc2Cl)o1)Nc1cccc(F)c1	5%
COC(=O)c1c(N)n(-c2cc(Cl)cc(Cl)c2)c2nc3ccccc3nc12	-3%
O=P(O)(O)C(O)(Cc1cnc2ccccn12)P(=O)(O)O	1%
COC(=O)c1c(NC(=O)c2nc(SCc3ccc(C)cc3)ncc2Cl)sc2c1CCCC2	-7%
O=C(CSc1nnc2scc(-c3ccccc3)n12)Nc1ccc(Cl)cc1	-5%
COc1cc(NC(=O)Cc2noc3ccccc23)cc(OC)c1OC	0%
Cc1cccc(CSc2ncc(Cl)c(C(=O)Nc3sc4c(c3C#N)CCCC4)n2)c1	-4%
CCc1ccc(CNC(=O)c2ccc(CS(=O)(=O)Cc3ccccc3C)o2)cc1	-1%
Cn1ccc2c(OCC(=O)NCc3ccccc3Cl)cccc2c1=O	5%
CC1C(=O)Nc2ccc(S(=O)(=O)NCc3ccc(N(C)C)cc3)cc2NC1=O (stereo not given)	4%
COc1ccc(NC(=O)c2sc3nc(C(F)(F)F)cc(C)c3c2N)cc1OC	-6%
COc1cccc(N2CCN(C3C(=O)c4ccccc4N3C(C)=O)CC2)c1 (stereo not given)	-1%[15.4 µM]
O=C(CSc1nnc2scc(-c3ccc(Cl)cc3)n12)Nc1cccc(C(F)(F)F)c1	-5%
O=C(COc1ccc(S(=O)(=O)NC2CCCCC2)cc1)Nc1ccc(C(F)(F)F)cc1	1%

Next section.
SMILES	TbPYK inhibitor
Cc1ccc(CNC(=O)CN2C(=O)CSc3ccc(S(=O)(=O)N(C)C)cc32)cc1	3%
COc1ccc(OC)c(CCNC(=O)CN2C(=O)COc3ccc(S(=O)(=O)N4CCCCCC4)cc32)c1	3%
Cc1cc(Nc2cccc(Cl)c2)nc2ccc(NC(=O)c3cccc(N(C)C)c3)cc12	7%
O=C(CN1c2ccc(Br)cc2-c2ccccc2S1(=O)=O)N1CCCCC1	-3%
CCSc1nc2ccccc2c(OCc2ccccc2Cl)c1C(=O)OC	1%
CCN(CC)S(=O)(=O)c1nnc(NC(=O)COc2ccc(Cl)cc2)s1	1%
COc1ccc(-c2nc3n(n2)C(c2ccccc2)C(C(=O)Nc2cccnc2)=C(C)N3)cc1 (stereo not given)	-1%
Nc1nnc(SCC(=O)Nc2ccc(Cl)cc2)s1	-7%
Cc1c(C(=O)Nc2nc(-c3ccc(F)cc3)ns2)oc2ccc(Cl)cc12	1%
CCC(=O)N1CCc2cc(S(=O)(=O)NCCC(=O)Nc3cc(C)ccc3OC)ccc21	-6%
CCOc1cc2sc(N3CCC(C(=O)Nc4ccccc4Cl)CC3)nc2cc1Br	4%
CCCCN1CC(c2nc3ccccc3n2CCCCOc2cccc(C)c2C)CC1=O (stereo not given)	0%
COc1cc(NS(=O)(=O)c2ccc(NC(=O)c3ccc(C(C)=O)cc3)cc2)nc(OC)n1	-1%
Cc1ccccc1OCC(=O)Nc1ccc(OCc2cc(=O)n3ccccc3n2)cc1	-8%
Cc1ccc(N(CC(=O)Nc2ccc(Cl)cc2)S(=O)(=O)c2cccc3nonc23)cc1	-1%
Cc1ccc(/C=C(\C#N)c2nc(-c3ccc(-c4ccccc4)cc3)cs2)cc1	1%
COC(=O)c1scc(-c2ccccc2)c1S(=O)(=O)Nc1ccccc1	6%
CCc1nc2nc(C)cc(Nc3cccc(C)c3C)n2n1	-1%
O=C(c1ccc2c(c1)CCN2S(=O)(=O)c1ccc(Cl)cc1)N1CCN(c2ccccc2)CC1	-5%
COCCN1Cc2cccc(C(=O)Nc3ccc(Cl)cc3Cl)c2C1=O	7%
Cc1ccc(Nc2cc(-c3ccccc3)nc(C)n2)cc1	-2%
COc1ccc(-c2cc(C)no2)cc1S(=O)(=O)Nc1cccc(C(F)(F)F)c1	-6%[15.4 µM]
COCC(=O)N1CCC2(CC1)CCN(c1ncccn1)CC2	-2%
Cc1ccc(NC(=O)c2cc3nc(-c4ccccc4)cc(-c4ccccc4)n3n2)cc1	-1%
Cc1ccccc1OCCn1cc(C(=O)C2CCCCC2)c2ccccc21	-2%

Other entries follow:
SMILES	TbPYK inhibitor
CCOCCCn1c(=N)c(S(=O)(=O)c2ccc(C)cc2)cc2c(=O)n3cccc(C)c3nc21	-1%
O=C(O)CSc1nnc(-c2ccc(O)cc2)o1	-3%
CCc1ccc2occ(CC(=O)Nc3c(C(=O)Nc4ccc(Cl)cc4)oc4ccccc34)c2c1	1%
Cc1ccc(CNC(=O)Cn2cc(C(=O)c3ccc(Cl)cc3)c(=O)c3ccc(C)nc32)cc1	-11%
COc1ccc(-c2cn3c(n2)sc2cc(C(=O)NCCCN4CCCCC4)ccc23)cc1	-7%
CCc1cc(=O)oc2c(C)c3c(cc12)CN(CCc1ccccc1)CO3	-5%
CCN(Cc1ccccc1)C(=O)C1CCN(S(=O)(=O)c2c(C)noc2/C=C/c2ccc(C)cc2)CC1	-1%
CCOC(=O)c1cccc(NC(=O)[C@@H](c2ccccc2)N2Cc3ccccc3C2=O)c1	-7%
Cc1ccccc1Nc1c(-c2cccnc2)nc2ccc(Cl)cn12	4%
COc1ccccc1CN1CCN(C2CCN(C(=O)Nc3ccccc3)CC2)C(=O)C1=O	1%
CCCCOc1ccc(C(C)NC(=O)c2cccc(Nc3nc4ccccc4n4nnnc34)c2)cc1 (stereo not given)	1%
Cc1c(C(=O)O)oc2c1-c1nn(Cc3ccccc3Cl)cc1CC2	-7%
Cc1nn(C(C)C(=O)Nc2ccc(C(C)C)cc2)c(=O)c2c1sc1ccccc12 (stereo not given)	-4%
CCOC(=O)c1ccc(N2C(=O)c3n[nH]c(-c4cccs4)c3C2c2ccc(OCC)cc2)cc1 (stereo not given)	5%
COc1ccc(/C=C\c2onc(C)c2S(=O)(=O)N2CCC(C(=O)Nc3ccc(C)c(F)c3)CC2)cc1	2%
CCn1c(=O)cc(OCC(=O)NCc2ccc(F)cc2Cl)c2ccccc21	0%
Cc1nn(-c2ccccc2)c2c1N(CCCC(=O)NCc1ccc(N(C)C)cc1)C(=O)CS2	-13%
Cc1c(C(=O)Nc2cccc(C(F)(F)F)c2)oc2ccc(S(=O)(=O)N3CCC4(CC3)OCCO4)cc12	-7%
CCOc1ccc(C(=O)c2oc3ccccc3c2NC(=O)Cc2coc3cc(C)cc(C)c23)cc1	-1%
Cc1ccc(CN(C(=O)Nc2cccc(Cl)c2)c2ccccn2)cc1	-1%
COc1cccc(C(C(=O)NCc2ccccc2)N(C(=O)Cn2nnc3ccccc32)c2cccc(C(C)=O)c2)c1 (stereo not given)	0%
COc1ccc(Nc2cc(C(=O)NCc3ccccc3)c3ccccc3n2)cc1	2%
Cc1c(Cl)cccc1NC(=O)c1cnc2sc(N3CCCC3)nn2c1=O	3%
COc1cccc(-c2cc(C(F)(F)F)n3nc(C)c(-c4ccccc4)c3n2)c1	-8%
CC(C)CC(NC(=O)C1CCCCC1)C(=O)Nc1cccc(C(F)(F)F)c1 (stereo not given)	2%

(further entries)
SMILES	TbPYK inhibitor
CCOc1ccc(CCNC(=O)CCc2c(C)nc3c(c(C)nn3-c3ccccc3)c2C)cc1OCC	-2%
COc1ccc(-c2nnc(SCC(=O)N3CCc4ccccc43)o2)cc1OC	2%
COc1ccc(OC)c(NC(=O)c2ccc3nc(C(C)C)oc3c2)c1	-4%
O=C(NCc1ccccc1)c1ccc2nc(CCc3ccccc3)oc2c1	-5%
COC(=O)N1CCC[C@@]2(CCN(Cc3cc(C(F)(F)F)cc(C(F)(F)F)c3)C2)C1	0%
Cc1c2cnn(-c3ccccc3)c(=O)c2c(C)n1CC(=O)N1CCN(c2cccc(Cl)c2)CC1	0%
CCC(=O)N1CCc2cc(Br)cc(S(=O)(=O)CCC(=O)NCc3ccccc3)c21	2%
COc1cc(C2c3c(-c4ccccc4O)n[nH]c3C(=O)N2Cc2ccco2)ccc1OCC(C)C (stereo not given)	1%
O=C(Nc1cccc(C(F)(F)F)c1)C1CCCN1S(=O)(=O)c1cccc2nsnc12 (stereo not given)	-3%
O=C(NCc1ccccc1)c1ccc2c(c1)N(Cc1ccc(F)cc1)CCS2	5%
CCCCC(=O)Nc1cccc(OCc2cc(=O)n3ccccc3n2)c1	-6%
COc1cccc(CC(=O)NCc2ccc3c(c2)CCN3C(C)=O)c1	-6%
COc1ccccc1Cn1ccn(Cc2ccc(C)cc2)c(=O)c1=O	-5%
CCCc1cc(N2CCN(c3ccccc3)CC2)n2cnnc2n1	13%
CC(C(=O)Nc1ccccc1C(F)(F)F)n1nc(-c2ccccc2)c2c(c1=O)CCCC2 (stereo not given)	3%

Among those listed so far, these have a thiophene ring, fused or not.
SMILES	TbPYK inhibitor
Cc1ccc(NC(=O)c2oc3ccccc3c2NC(=O)Cc2cccs2)cc1	1%
O=C(Cn1c(=O)n(-c2ccc(F)cc2)c(=O)c2sc3ccccc3c21)NC1CCCCC1	7%
CN(Cc1ccccc1)C(=O)CSc1nc2ccsc2c(=O)n1-c1ccc(F)cc1	6%
CCc1nn(CC(=O)NCCc2ccc(OC)cc2OC)c(=O)c2cc3sccc3n12	2%
O=C(COCc1cc(-c2cccs2)on1)NCc1cccc(Cl)c1	2%
CCOc1ccc(CNC(=O)c2cc3c(s2)-c2ccccc2OC3)cc1	5%
COc1ccc(NC(=O)CN(C)S(=O)(=O)c2ccc(C(=O)N3CCOCC3)s2)cc1	1%
COC(=O)c1c(-c2cccs2)csc1NC(=O)c1ccc(Br)cc1	-27%
COC(=O)c1c(NC(=O)c2nc(SCc3ccc(C)cc3)ncc2Cl)sc2c1CCCC2	-7%
Cc1cccc(CSc2ncc(Cl)c(C(=O)Nc3sc4c(c3C#N)CCCC4)n2)c1	-4%
COc1ccc(NC(=O)c2sc3nc(C(F)(F)F)cc(C)c3c2N)cc1OC	-6%
COC(=O)c1scc(-c2ccccc2)c1S(=O)(=O)Nc1ccccc1	6%
Cc1nn(C(C)C(=O)Nc2ccc(C(C)C)cc2)c(=O)c2c1sc1ccccc12 (stereo not given)	-4%
CCOC(=O)c1ccc(N2C(=O)c3n[nH]c(-c4cccs4)c3C2c2ccc(OCC)cc2)cc1 (stereo not given)	5%
